Polio RdRp inh: poliovirus RNA polymerase inhibition; poliovirus polymerase elongation, fluorescence polarization; stronger effect = lower value; % elongation, % (compound at 16.7 µg/mL); P03300; 150,000 compounds, 0.66% hits; in the data active means % elongation below about 90%; further: some results filed as inactive read as strong as hits
Target sequence (P03300 1749-2209 limits assumed): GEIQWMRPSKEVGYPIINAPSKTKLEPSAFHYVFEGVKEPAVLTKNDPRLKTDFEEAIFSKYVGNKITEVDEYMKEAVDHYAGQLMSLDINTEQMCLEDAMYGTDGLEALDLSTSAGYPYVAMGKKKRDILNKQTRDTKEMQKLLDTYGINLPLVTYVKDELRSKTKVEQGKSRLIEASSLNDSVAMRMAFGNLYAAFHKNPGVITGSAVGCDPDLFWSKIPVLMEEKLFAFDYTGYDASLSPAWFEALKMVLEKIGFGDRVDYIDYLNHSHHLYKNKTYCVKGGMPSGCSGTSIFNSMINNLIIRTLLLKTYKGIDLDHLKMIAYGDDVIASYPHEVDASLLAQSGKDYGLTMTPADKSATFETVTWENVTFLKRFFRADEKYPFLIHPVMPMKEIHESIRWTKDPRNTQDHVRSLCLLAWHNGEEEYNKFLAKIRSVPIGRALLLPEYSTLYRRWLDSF
Polio RdRp inh FP z-score: further read-out of Polio RdRp inh, marked with its call; z-score; measured here: FP z-score; hits read low
An asterisk follows results filed as active. Not all compounds are listed; the hit share may differ from the screen's.

Values in the order: Polio RdRp inh | Polio RdRp inh FP z-score
Cc1ccccc1NC(=O)N1CCCC(C(N)=O)C1 (stereo unspecified)
 : 100 | -0.2
O=S(=O)(c1ccccc1)c1nnn2c1nc(NCc1ccco1)c1sccc12
 : 101 | -0.4
Oc1ccccc1OCc1ccccc1
 : 102 | 0.4
CCn1c(/N=C/c2ccc(OC)cc2O)nc2ccccc21
 : 103 | 0.3
CN(C)c1ccc(-c2nc(-c3ccccc3)c(-c3ccc(O)cc3)[nH]2)cc1
 : 102 | 0
CCc1ccc(OCc2nnc(SCCC#N)n2C(C)c2ccccc2)cc1 (stereo unspecified)
 : 101 | -0.2
O=C(COC(=O)Cc1ccsc1)Nc1ccc(Cl)c(C(F)(F)F)c1
 : 101 | 0
COc1ccc(OCC(O)CNC(=S)Nc2ccc3c(c2)OCO3)cc1 (stereo unspecified)
 : 102 | 0
CN1CCN(C(=O)C2CCCCC2C(=O)O)CC1 (stereo unspecified)
 : 99 | -1.3
O=S1(=O)C=C(N2CCCC2)c2ccccc21
 : 101 | -0.5
Cc1nn2c(C)c(C(=O)NCc3ccc(OC(C)C)cc3)cnc2c1-c1ccc(F)cc1
 : 101 | -0.4
Cc1ccc(OCC(=O)Nc2c(C(=O)c3ccccc3)oc3ccccc23)cc1C
 : 110 | 0.9
CC1(C)OC(=O)C(=Cc2cc(Br)c(O)c(Br)c2)C(=O)O1
 : 103 | 0.3
CSc1ccc(/C=N/n2c(=O)oc3ccccc3c2=O)cc1
 : 107 | 0.8
CC(=O)N=c1nc(-c2ccccc2)n(-c2ccccc2)s1
 : 102 | 0.1
Cc1cc(C)c2[nH]c(=O)c(CN(CCCO)C3(c4nnnn4C4CCCC4)CCCC3)cc2c1
 : 105 | 1
CN(CC(=O)NC(=O)NC1CCCCC1)Cc1nc2ccccc2c(=O)[nH]1
 : 97 | -0.4
COc1ccc(C(=O)N2CCSC2=S)cc1
 : 102 | 0.1
CN(C)C1(CNC(=S)NCc2ccccc2)CCCCC1
 : 103 | -0.1
O=C(NCc1nc2ccccc2[nH]1)c1c(F)cccc1F
 : 101 | -0.5

Copied from the list.
`Cc1cc(C)c2[nH]c(=O)c(CN(CCCO)C3(c4nnnn4C4CCCC4)CCCC3)cc2c1` in Polio RdRp inh has 105
`O=C(COC(=O)Cc1ccsc1)Nc1ccc(Cl)c(C(F)(F)F)c1` in Polio RdRp inh has 101
`CC(=O)N=c1nc(-c2ccccc2)n(-c2ccccc2)s1` in Polio RdRp inh has 102
`CN1CCN(C(=O)C2CCCCC2C(=O)O)CC1` (stereo unspecified) in Polio RdRp inh FP z-score has -1.3
`COc1ccc(OCC(O)CNC(=S)Nc2ccc3c(c2)OCO3)cc1` (stereo unspecified) in Polio RdRp inh FP z-score has 0

Next compounds follow:
Values in the order: Polio RdRp inh | Polio RdRp inh FP z-score
O=C(CSc1nc2ccccc2[nH]1)Nc1ccc(OC(F)(F)F)cc1
 : 91 | -1.1
CCOc1ccc2c(c1)c(=O)c(C(=O)c1ccc(CC)cc1)cn2CC(=O)Nc1cccc(Cl)c1
 : 111 | 0.8
CCc1cccc(-n2nnc(S(=O)(=O)c3ccc(OC)cc3)c2C)c1
 : 104 | 0.1
Cc1ccc(-n2cnnc2)cc1
 : 100 | -0.3
Cc1ccc(-n2nc(C)c3c(C(F)(F)F)cc(-c4cccnc4)nc32)cc1Cl
 : 107 | 0
O=C(CSc1nn(-c2ccc(F)cc2)c(=S)s1)N1CCN(C(=O)c2ccco2)CC1
 : 96 | -1
O=C(c1cc2c(s1)CCCC2)N1CCN(c2ccccc2)CC1
 : 102 | 0.2
CS(=O)(=O)c1ccccc1C(=O)Nc1nccs1
 : 104 | 0.6
CN(CC(=O)N1CCCC1=O)Cc1ccccc1
 : 105 | 0.9
Cc1sc2ncn(CC(=O)N3CCC(C)CC3)c(=O)c2c1C
 : 102 | 0.4
Clc1ccc(CCC(Cn2ccnc2)Sc2c(Cl)cccc2Cl)cc1 (stereo unspecified)
 : 98 | -0.1
Cc1ccc(C(=O)/C=C2/NCCNC2=O)cc1
 : 102 | -0.2
Cc1ccc(-n2nc(C)c3c(C)c(CCC(=O)NN4CCOCC4)c(C)nc32)cc1C
 : 103 | 1.3
O=c1[nH]c(=S)[nH]nc1Cc1ccc(Cl)c(Cl)c1
 : 102 | 0.1
Fc1ccc(C2CC(c3ccco3)=Nc3ccccc3S2)cc1 (stereo unspecified)
 : 100 | -0.2
CSc1nc(-c2ccccc2)[nH]c1S(=O)(=O)c1ccccc1
 : 103 | 0.3
N#Cc1ccc(C(=O)N2CCCC2)cc1
 : 103 | 0.8
Cc1ccc(N2CCN(c3cnn(C45CC6CC(CC(CC(=O)O)(C6)C4)C5)c(=O)c3Cl)CC2)c(C)c1
 : 100 | -0.4
CCc1ccccc1NC(=O)CSc1nnc(-c2cc(OC)c(OC)c(OC)c2)o1
 : 109 | 0.5
COc1cc(OC)c(NC(=O)c2cc3c(CO)cnc(C)c3oc2=O)cc1Cl
 : 100 | -0.3
Cc1nn(-c2ccc(F)cc2)c(Cl)c1/C=C/C(=O)N1CCN(CC2CCCO2)CC1 (stereo unspecified)
 : 105 | 0.4
COc1ccc(CCN(C)CN2C(=O)C3CC=CCC3C2=O)cc1OC (stereo unspecified)
 : 102 | 0
O=C(NCc1nc(-c2ccccc2)no1)C(c1ccccc1)c1ccccc1
 : 108 | 1
CCCCN(Cc1ccco1)C(=O)Cn1ncc2c1-c1cc(C)ccc1OC2
 : 102 | -0.1
Cc1nc2ncnn2c(C)c1CCC(=O)OCc1ccc(C#N)cc1
 : 98 | -0.5
CC1CN(CC(O)COc2ccc(C(C)C)cc2)CC(C)O1 (stereo unspecified)
 : 103 | 0.1
CCOc1ccc(NC(=O)C2CCCN(S(=O)(=O)c3ccc(Br)s3)C2)cc1 (stereo unspecified)
 : 111 | 0.7
N#Cc1ccc2c(c1)nc1c3ccc4c5c(ccc(c(=O)n21)c53)C(=O)NC4=O
 : 99 | -0.3
COc1ccc(OC)c(NC(=O)c2ccc3c(Cl)c4c(nc3c2)CCCC4)c1
 : 108 | 0.5
NC(N)=NC(N)=Nc1ccc(Br)cc1
 : 104 | 0.2
Cc1ccc(CN2CCN(CC(=O)Nc3ccc(C)c(C)c3)S2(=O)=O)cc1
 : 102 | -0.6
CCOC(=O)c1oc2ccc(S(=O)(=O)n3nc(-c4ccccc4OC)cc3N)cc2c1C
 : 115 | 1.8
Cc1cc(C)c2c(CC(=O)N(CCC#N)Cc3cccnc3)coc2c1
 : 102 | 0.7
CN=C(C)c1c(O)c2ccccc2oc1=O
 : 102 | 0.2
COCCN(Cc1ccccc1)C(=O)c1cnn(-c2ccccc2)n1
 : 95 | -1.7
CCc1cccc(NC(=O)COC(=O)c2cn(CC)c3nc(C)ccc3c2=O)c1
 : 104 | -0.4
FC(F)(F)c1cccc(C(c2nnnn2Cc2ccccc2)N(Cc2ccco2)CC2CCCO2)c1 (stereo unspecified)
 : 104 | 0.7
COc1ccc(C2NC(=O)c3c(sc4c3CCN(C)C4)N2)cc1O (stereo unspecified)
 : 95 | -2.5
Cc1nc(-c2cccc(F)c2)sc1CCNC(=O)c1ccc(F)c(F)c1
 : 106 | -0.2
COc1ccc(Br)cc1CNC(=O)c1cc(=O)[nH]c2ccc(S(=O)(=O)N3CCCCC3C)cc12 (stereo unspecified)
 : 110 | 0

Some of the entries so far, field by field.
COc1ccc(CCN(C)CN2C(=O)C3CC=CCC3C2=O)cc1OC (stereo unspecified)
  Polio RdRp inh: 102
  Polio RdRp inh FP z-score: 0

Cc1nc2ncnn2c(C)c1CCC(=O)OCc1ccc(C#N)cc1
  Polio RdRp inh: 98
  Polio RdRp inh FP z-score: -0.5

CCOC(=O)c1oc2ccc(S(=O)(=O)n3nc(-c4ccccc4OC)cc3N)cc2c1C
  Polio RdRp inh: 115
  Polio RdRp inh FP z-score: 1.8

O=C(NCc1nc(-c2ccccc2)no1)C(c1ccccc1)c1ccccc1
  Polio RdRp inh: 108
  Polio RdRp inh FP z-score: 1

Next section
Values in the order: Polio RdRp inh | Polio RdRp inh FP z-score
O=C(Nc1cc(Cl)ccc1Cl)C1COc2ccccc2O1 (stereo unspecified)
 : 113 | 1.6
O=C(OCc1csc(-c2ccccc2)n1)c1cccs1
 : 106 | 0.8
CCC(C)NC(=O)c1ccc2c(Cl)c3c(nc2c1)CCC3 (stereo unspecified)
 : 100 | -0.3
O=S(=O)(Nc1nc2n(n1)C(c1ccc(F)cc1)C=C(c1ccccc1)N2)c1ccccc1 (stereo unspecified)
 : 93 | -2.3
COc1cc2c(cc1OC)C(C(=O)NC1CCCCC1)C(c1cccnc1)N(C)C2=O (stereo unspecified)
 : 101 | 0.2
CCCCN(CC)CCCNC(=O)c1nn(C)c2c1CS(=O)(=O)c1ccccc1-2
 : 111 | 0.8
CCOC(=O)CSc1nnc(NCc2ccccc2)s1
 : 100 | -0.3
CC1(C)C2CC=C(/C=N/O)C1C2 (stereo unspecified)
 : 101 | 0
CC(=O)Nc1cc(C(=O)NCc2ccc(F)cc2)ccc1Sc1ccc(F)cc1
 : 113 | 0.6
O=C(Cc1n[nH]c(=O)c2ccccc12)Nc1ccccc1OC(F)F
 : 104 | 0.3
CC1Cc2nc(SC/C=C/c3ccccc3)n(C)c(=O)c2S1 (stereo unspecified)
 : 100 | -0.4
Cc1nn(CC(=O)NCCc2ccccc2Cl)c(=O)c2nn(-c3ccccc3)c(C)c12
 : 122 | 2.8
CSC1=N/C(=C\c2ccc(Cl)cc2)C(=O)N1N(C)C
 : 99 | -0.6
CC(C)CC(=O)Nc1ccc(Cl)c(-c2nc3ccccc3[nH]2)c1
 : 103 | -0.3
COC(=O)/C=C/c1ccc(SC)cc1
 : 101 | -0.3
COc1ccc(-c2csc3ncnc(Nc4cc(OC)cc(OC)c4)c23)cc1
 : 106 | 0
CCOCc1ccccc1Nc1ncnc2onc(-c3ccc(Cl)cc3)c12
 : 118 | 2.7
CCOC(=O)C1CCC(CN(Cc2ccc(Cl)cc2)S(=O)(=O)c2ccc(F)c(C(=O)Nc3cccc(F)c3)c2)CC1 (stereo unspecified)
 : 110 | 0.3
COc1cc(OC)c(N(C)C(=O)c2c(C)oc3ncnc(N4CCCCC4)c23)cc1Cl
 : 99 | -1.1
Cc1ccc(NC(=O)c2c(C)nc3sc(C(=O)Nc4ccc(F)cc4)c(N)c3c2-c2ccc(Cl)cc2)c(C)c1
 : 107 | 0.5
Cc1cc(C)c(S(=O)(=O)Nc2ccc(-c3ccc(N4CCCCCC4)nn3)cc2)cc1C
 : 102 | -0.8
CCOC(=O)N1CCc2c(sc(NCc3cccnc3)c2C(=O)Nc2ccc(OC)cc2OC)C1
 : 103 | 0.5
CCn1c(SCC(N)=O)nc2ccccc2c1=O
 : 107 | 1.7
Cn1nc(C(=O)OCC(=O)NC2CC2)c2ccccc2c1=O
 : 103 | 0.2
O=C(/C=C/c1cccc(Br)c1)N1CCc2ccccc21
 : 103 | 0.6
COc1ccc(CC(=O)Nc2c(C)nc3cc(C)ccn3c2=O)cc1
 : 107 | 1.9
O=C(OCc1cc(=O)n2nc(-c3cccs3)sc2n1)c1ccccc1Br
 : 110 | 0.7
O=C(O)Cn1nnc(-c2ccncc2)n1
 : 102 | 0.1
O=C(CN1CCN(Cc2ccc3c(c2)OCO3)CC1)N(c1ccccc1)C1CCS(=O)(=O)C1 (stereo unspecified)
 : 102 | 0
O=C(Nc1nnc(C(F)(F)F)s1)C1CC(=O)N(c2ccc(Cl)cc2)C1 (stereo unspecified)
 : 101 | -0.6
CC1(C)C2CC=C(CN3CCN(c4ccccc4)CC3)C1C2 (stereo unspecified)
 : 99 | -0.5
CC(C(N)=O)N1c2cccc3cccc(c23)S1(=O)=O (stereo unspecified)
 : 102 | 0.4
CCOc1ccccc1C(=O)Nc1cccc(-c2ccc(N3CCOCC3)nn2)c1
 : 103 | 0.1
Cc1nc2c(c(C)nn2-c2ccccc2)c(C)c1CCC(=O)Nc1ccccc1
 : 102 | -0.7
O=C(Cn1cnc2scc(-c3ccc(Br)cc3)c2c1=O)N1CCNC1=O
 : 103 | 0
CC(C)CN(CC(C)C)C(=O)CCN1C(=O)c2ccccc2C1=O
 : 101 | 0
CCOC(=O)c1c[nH]c2c(C(=O)OC)cccc2c1=O
 : 101 | -0.2
C=Cc1ccc(Cn2c(C)c(CNCc3cccc(Br)c3)c(C(=O)O)c2C)cc1
 : 106 | -0.3
CC12CCC(=O)N1C(C(=O)OCC(=O)N1CCc3ccccc31)CS2 (stereo unspecified)
 : 101 | 0.1
CCOc1ccc2nc(NC(=O)CSc3nnc(Cc4csc(C)n4)o3)sc2c1
 : 149 | 5.2

3 structures out of the list, ordered by length of the SMILES, largest number first:
Values in the order: Polio RdRp inh | Polio RdRp inh FP z-score
O=C(CN1CCN(Cc2ccc3c(c2)OCO3)CC1)N(c1ccccc1)C1CCS(=O)(=O)C1 (stereo unspecified)
 : 102 | 0
CC1(C)C2CC=C(CN3CCN(c4ccccc4)CC3)C1C2 (stereo unspecified)
 : 99 | -0.5
CCn1c(SCC(N)=O)nc2ccccc2c1=O
 : 107 | 1.7

Next records follow.
Values in the order: Polio RdRp inh | Polio RdRp inh FP z-score
CCc1ccccc1NC(=O)c1cc2nc(-c3ccc(Br)cc3)cc(C(F)(F)F)n2n1
 : 109 | 0.4
Cc1ccc2nncc(N3CCN(c4ccccc4F)CC3)c2c1
 : 101 | 0.1
CCC(Sc1nnc(C)n2c1cc1occc12)C(=O)Nc1ccccc1F (stereo unspecified)
 : 103 | -0.8
COCCCNc1oc(-c2ccc(COc3ccccc3C)o2)nc1C#N
 : 101 | -0.2
Cc1ccc(C(=O)COC(=O)CCC(=O)Nc2ccc(Oc3ccccc3)cc2)cc1C
 : 104 | -0.2
Cc1ccccc1-c1nc2cc(NC(=O)c3cccc(F)c3)ccc2o1
 : 104 | 0.7
CCOC(=O)c1[nH]c2ccc(Br)cc2c1C
 : 101 | 0.2
COc1cc(C)ccc1OCCCn1c(-c2ccc(Cl)cc2)nc2ccccc2c1=O
 : 109 | 1.2
N#C/C(=C/c1ccc(-c2cccc(C(F)(F)F)c2)o1)c1ccc(C#N)cc1
 : 100 | -1.1
CCOc1ccc(NC(=O)Cn2cc(C(=O)C3CC3)c3ccccc32)cc1
 : 107 | 0.7
O=C(O)CCc1nc2c3c4c(sc3ncn2n1)CCCC4
 : 99 | -1
Cc1c(C(=O)N2CCCCCC2)c(S(=O)(=O)Nc2cccc(C#N)c2)c(C)n1C
 : 106 | 0.1
Fc1ccc(/C=N/c2nnc3nc[nH]n23)cc1
 : 88* | -1.1*
